Screening data as filed in PubChem.
FAS TE block: FAS thioesterase (human) inhibition; P49327; recombinant FAS-TE, OMFH fluorogenic substrate, fluorescence endpoint; inhibition, % at 15 µM; 360,000 compounds, 0.67% hits; AID 602261;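 active = compounds whose normalised, plate-corrected inhibition of enzyme fluorescence in the single-dose primary screen is 50% or more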;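 note: 0% = DMSO with enzyme and 100% = substrate without enzyme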
Rin1-Abl PPI inh: blocks binding of human Rin1 to Abl; P00519+Q13671; TR-FRET Rin1/Abl binding, biochemical; inhibition, % at 7.35 µM; 360,000 compounds, 0.4% hits; AID 588664; in the data active = inhibition above about 5%, passing the limit was not always enough
Neddylation inh: blocks human cullin neddylation. calls only at 25 µM. AID 651699. 360,000 compounds, 0.58% hits. TR-FRET cullin neddylation, biochemical; in the data active = inhibition above about 36%
MT1-MMP act inh: inhibitors of human MT1-MMP activation; GFP/RFP ratio change, % at 20 µM; HT1080 RFP-PRO-GFP cells, GFP/RFP ratio fluorescence, overnight; percent of plate control window, DMSO zero; P50281; 360,000 compounds, 0.061% hits;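 active = GFP/RFP ratio change of at least 30% with cell ATP level not reduced by more than half and red fluorescence within 50% of control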; note: strong numbers were not always called active
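Material – HT1080 RFP-PRO-GFP cells · Control set – DMSO wells and RFP-L50D-GFP cells · Incubation – overnight cell settling, then overnight compound exposure, 37 °C, 5% CO2 · Compound dosing – single-point 20 µM compound, 1% DMSO · Read-out – GFP/RFP fluorescence ratio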
NadD block: inhibitors of Staphylococcus aureus NadD; purified NadD enzyme, colorimetric absorbance read-out; inhibition, % at 20 µM; 360,000 compounds, 0.78% hits; in the data active = inhibition above about 26%; note: some compounds past the cut are filed as inactive
Rpn11 inh: blocks the human proteasome subunit Rpn11. O00487. human 26S proteasome, Ub4-pepOG fluorescence polarization; 20S core pre-blocked with epoxomicin. calls only at 20 µM. 360,000 compounds, 0.59% hits. AID 588493;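 active = inhibition at 20 µM, scaled to each plate's controls, above about 33%, limit read from the data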
SKN-1 inh: inhibitors of C. elegans SKN-1. inhibition, % at 21.8 µM. C. elegans VP596 Pgst-4::GFP/RFP ratio, acrylamide-induced, 24 h. AID 624304. 360,000 compounds, 0.49% hits;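 active = interference check ratio from 0.5 to 1.5 plus GFP to RFP signal ratio inhibition reaching or exceeding a fixed threshold, cut at about 30% in these data, passing the limit was not always enough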; note: some compounds called inactive have numbers as strong as hits
PABP1 MLLE inh: inhibitors of microRNA-mediated deadenylation, human PABP1 MLLE binding; GST-MLLE / FITC-PAM2 fluorescence polarization; AID 588489; inhibition, % at 20 µM; 360,000 compounds, 0.36% hits; P11940; in the data active = inhibition above about 35%, passing the limit was not always enough;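 note: plate controls were DMSO wells with GST-MLLE for no effect and wells lacking GST-MLLE protein for full effect; some results filed as inactive read as strong as hits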
CSN inh: blocks human CSN-mediated cullin deneddylation; Q92905; 360,000 compounds, 0.38% hits; Purified CSN, SCF-Nedd8-OG deneddylation, fluorescence polarization; AID 651999; inhibition, % at 12.5 µM;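 active = pattern-corrected inhibition above about 35%, with an unprinted fluorescence ratio check between 0.5 and 1.5, limit read from the data, passing the limit was not always enough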;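 note: 0% = enzyme with substrate and 100% = substrate without enzyme; some results filed as inactive read as strong as hits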
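Assay system: purified human Csn5 enzyme expressed in HEK293T cells; Input: 0.24 nM Csn5 enzyme, final concentration; Reagent: 10 nM SCFSkp2-Nedd8OG; Compound dosing: 12.5 µM single point; Times: reaction 90 min, room temperature; Technique: fluorescence polarization readout.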
Starred values were filed as active, the others as inactive; i = inactive; · = no result given; + = active, no number; & = joins results of further samples.

SMILES	FAS TE block	Rin1-Abl PPI inh	Neddylation inh	MT1-MMP act inh	NadD block	Rpn11 inh	SKN-1 inh	PABP1 MLLE inh	CSN inh
COc1ncccc1C(=O)NC1CCCc2c1cnn2-c1ccc(C)c(C)c1 (centres undefined)	7	2	i	2	3	i	-2	7	0
COCC(=O)N1CCC(Oc2ccc(C(=O)N3C[C@@H]4CCC[C@H]3C4)cc2)CC1	-6	2	i	1	-2	i	-13	3	2
COc1ccc(CCN2CCCn3c2nc2c3c(=O)n(Cc3ccccc3F)c(=O)n2C)cc1OC	-1	1	i	3	-5	i	-8	-24	0
COc1ccc(C(=O)NC(=S)N2CCCCC2c2cccnc2)cc1OC (centres undefined)	-4	3	i	1	-8	i	-6	-12	2
CC(C)NC(=O)N(C)C[C@H]1Oc2ccc(NC(=O)CCN3CCOCC3)cc2C(=O)N([C@H](C)CO)C[C@@H]1C	-6	1	i	0	0	i	12	7	-3
COCCNC(=O)c1ccc(CS(=O)(=O)c2ccccc2OC)o1	-3	0	i	1	-1	i	5	6	-3
COC(=O)C(CCCCNC(=O)OCc1ccccc1)NC(=O)CN (centres undefined)	-5	-3	i	10	-6	i	17	-1	-1
COC(=O)c1ccc(N2C(=O)C3C4C=CC(CC4)C3C2=O)cc1 (centres undefined)	-2	1	i	0	0	i	2	-2	-2
Cc1ccc2oc(=O)n(Cc3ccc(F)cc3)c2c1	8	3	i	-3	-7	i	10	3	0
CCCNC(=O)C1(C)CCN(CCC(=O)c2ccc(Br)cc2)C1 (centres undefined)	6	-5	i	-2	0	i	11	24	0
O=C(COC(=O)CNC(=O)c1ccc(Cl)cc1Cl)NC1CCCCCCC1	-1	2	i	-1	-4	i	-3	-14	0
CC1CC1C(=O)OCc1cc(=O)n2cc(Br)ccc2n1 (centres undefined)	4	-4	i	4	-4	i	-23	10	-2
Fc1c(F)c(F)c(N/N=C/c2c[nH]c3ccccc23)c(F)c1F	51*	-2	i	3	1	i	19	9	5
COc1ccc(N2CC(=O)N(c3ccc(OC)c(OC)c3)CC2=O)cc1OC	-7	4	i	2	0	i	-6	-15	-2
O=C(Cc1cccc2ccccc12)NC(NC(=S)Nc1ccccc1Cl)C(Cl)(Cl)Cl (centres undefined)	6	0	i	-10	21	i	21	46*	8
COC(=O)c1sccc1-n1cccc1C(=O)C(=O)N1CCCCC1	-5	1	i	7	-35	i	11	3	6
O=C(c1ccc(Cl)c(S(=O)(=O)N2CCOCC2)c1)N1CCN(c2ccccc2F)CC1	4	-1	i	1	1	i	2	6	-2
C/C(=N\NC(=O)C1COc2ccccc2O1)c1ccc(N2CCOCC2)cc1 (centres undefined)	-3	3	i	6	-3	i	-3	-14	6
Cc1cccc(N(CC(=O)NC(C)(C)C)C(=O)CNC(=O)c2cccs2)c1C	-1	-1	i	-2	-6	i	1	-2	-5
c1cnc(Oc2ccc3oc4ccccc4c3c2)nc1	4	-1	i	5	-3	i	-17	-1	-3
Cc1cc(Br)cc2cn[nH]c12	-3	-3	i	-7	1	i	-5	5	3
Cc1ccc(S(=O)(=O)Cc2ccc(C(=O)NC3CCCC3)o2)cc1	-8	-2	i	-1	-3	i	-17	1	0
COc1ccc(NC2c3ccccc3C(=O)N2c2cccnc2)cc1 (centres undefined)	-5	0	i	-2	0	i	11	8	3
O=C(NCc1ccccc1CN1CCCC1)C1CCN(C(=O)c2ccc(Cl)cc2)CC1	-7	1	i	6	3	i	8	-2	0
CCCn1c(SCC(=O)NC(=O)NC(C)(C)C)n[nH]c1=O	-5	3	i	2	-4	i	-4	1	-3

Reformatted in CSV form: 2 of the compounds above
SMILES,FAS TE block,Rin1-Abl PPI inh,Neddylation inh,MT1-MMP act inh,NadD block,Rpn11 inh,SKN-1 inh,PABP1 MLLE inh,CSN inh
CCCNC(=O)C1(C)CCN(CCC(=O)c2ccc(Br)cc2)C1 (centres undefined),6,-5,i,-2,0,i,11,24,0
COC(=O)c1sccc1-n1cccc1C(=O)C(=O)N1CCCCC1,-5,1,i,7,-35,i,11,3,6

The listing continues:
SMILES	FAS TE block	Rin1-Abl PPI inh	Neddylation inh	MT1-MMP act inh	NadD block	Rpn11 inh	SKN-1 inh	PABP1 MLLE inh	CSN inh
CCOc1ccc(/C=C/C(O)=C2/C(=O)N(C)C3(C)CC2c2ccccc2O3)cc1OC (centres undefined)	20	0	·	-11	1	i	-2	-8	5
N=C(N)SCc1nc2ccccc2c(=O)n1-c1ccccc1	-7&-13	0&-3	i	-12&-47	12&18	i	5&13	-35&-50	2&5
Cc1ccccc1N1CCN(C2CCCN(C(=O)CCC3(C)CC3)C2)CC1 (centres undefined)	-2	-1	i	4	-2	i	19	-3	-1
CNC(=O)C(C)N1c2cccc3cccc(c23)S1(=O)=O (centres undefined)	-2	1	i	1	0	i	-4	-4	-3
O=C(NC1CCCCC1)c1cc2c(cc1Cl)N1CCCCCC1=NS2(=O)=O	-4	3	i	-2	2	i	14	-29	1
C=CCn1c(-c2cccc([N+](=O)[O-])c2)n[nH]c1=S	-6	-2	i	-1	-1	i	15	-37	2
O=[N+]([O-])c1cccc(-c2ccc(/C=N/NC(=S)Nc3cccc(F)c3)o2)c1	24	0	i	10	18	i	10	33	2
O=C(CCS(=O)(=O)c1cccc2nonc12)Nc1cccc2c1CCCC2	-4	1	i	1	6	i	12	-3	3
CCN(CC(=O)N1CCC(C(N)=O)CC1)S(=O)(=O)c1ccc(Cl)cc1	-3	0	i	-2	-8	i	13	14	1
CC(=O)c1ccc(OCC(=O)Nc2ccc3c(c2)CCC3)cc1	3	4	i	2	-1	i	-5	-21	-3
COc1ccc(CNC(=O)COc2ccc(OC)cc2)cc1	-2	-1	i	0	-1	i	-1	4	1
Cc1ccc(C(C)C)c(OCCCN(C)Cc2ccccc2)c1	4	-2	i	-4	-5	i	15	2	-3
Cc1ccc2nc(SCC(=O)NCc3ccc4c(c3)OCO4)nc(=O)n2c1	-5	-2	i	-1	-1	i	-2	-10	0
CC(NCCC1(Cc2ccccc2Cl)CCOC(C)(C)C1)c1cccs1 (centres undefined)	4	-4	i	-1	-13	i	24	12	4
Cc1ccc(C(=O)N2CCN(c3ccc(N4CCOCC4)nn3)CC2)cc1	-2	0	+	7	-8	i	0	-7	-1
O=C(COC(=O)CCSc1ccc(Cl)cc1)Nc1ccc(F)cc1	10	2	i	-1	-10	i	7	17	-14
CCCOc1ccc(C2=CSC3=NCCN23)cc1[N+](=O)[O-]	-158	2	i	0	0	i	2	-53	3
CCCC(=O)N1CCC1(C)C(=O)Nc1ccc2nccnc2c1 (centres undefined)	-2	1	·	-2	1	i	-6	7	-2
NCCCC[C@@H]1NC(=O)c2cc([N+](=O)[O-])cc(I)c2SC[C@@H](C(N)=O)NC(=O)[C@H](CCC(N)=O)NC1=O	-16	4	i	-1	-8	i	11	9	0
CCOC(=O)c1cc(C(=O)NC(C)c2ccccc2)c(C)[nH]c1=O (centres undefined)	-2	2	i	0	4	i	-7	3	3
COCCCN1C(=O)C(=O)/C(=C(/O)c2ccc(S(=O)(=O)N3CCOCC3)cc2)C1c1ccc(OC)cc1 (centres undefined)	-2	-2	i	1	6	i	14	5	1
Cc1nn(-c2ccccc2)c(N)c1C(O)(CC(=O)C(F)(F)F)C(F)(F)F (centres undefined)	9	1	i	16	-3	i	3	-13	-1
Cc1nn(-c2ccc(F)cc2)c(N)c1C1(O)C(=O)Nc2ccccc21 (centres undefined)	-6	0	i	3	-3	i	-10	5	0
O=C(N/N=C/c1ccccn1)c1ccc(Br)cc1	-14	-3	i	15	2	i	3	1	0
O=C(c1ccc2nc[nH]c2c1)N1CCN(c2cccc(Cl)c2)CC1	-10	1	i	2	6	i	9	-6	2

A section taken from the entries so far, as a working copy:
SMILES	FAS TE block	Rin1-Abl PPI inh	Neddylation inh	MT1-MMP act inh	NadD block	Rpn11 inh	SKN-1 inh	PABP1 MLLE inh	CSN inh
CNC(=O)C(C)N1c2cccc3cccc(c23)S1(=O)=O (centres undefined)	-2	1	i	1	0	i	-4	-4	-3
O=C(NC1CCCCC1)c1cc2c(cc1Cl)N1CCCCCC1=NS2(=O)=O	-4	3	i	-2	2	i	14	-29	1
C=CCn1c(-c2cccc([N+](=O)[O-])c2)n[nH]c1=S	-6	-2	i	-1	-1	i	15	-37	2
O=[N+]([O-])c1cccc(-c2ccc(/C=N/NC(=S)Nc3cccc(F)c3)o2)c1	24	0	i	10	18	i	10	33	2
O=C(CCS(=O)(=O)c1cccc2nonc12)Nc1cccc2c1CCCC2	-4	1	i	1	6	i	12	-3	3
CCN(CC(=O)N1CCC(C(N)=O)CC1)S(=O)(=O)c1ccc(Cl)cc1	-3	0	i	-2	-8	i	13	14	1
CC(=O)c1ccc(OCC(=O)Nc2ccc3c(c2)CCC3)cc1	3	4	i	2	-1	i	-5	-21	-3
COc1ccc(CNC(=O)COc2ccc(OC)cc2)cc1	-2	-1	i	0	-1	i	-1	4	1
Cc1ccc(C(C)C)c(OCCCN(C)Cc2ccccc2)c1	4	-2	i	-4	-5	i	15	2	-3
Cc1ccc2nc(SCC(=O)NCc3ccc4c(c3)OCO4)nc(=O)n2c1	-5	-2	i	-1	-1	i	-2	-10	0
CC(NCCC1(Cc2ccccc2Cl)CCOC(C)(C)C1)c1cccs1 (centres undefined)	4	-4	i	-1	-13	i	24	12	4
Cc1ccc(C(=O)N2CCN(c3ccc(N4CCOCC4)nn3)CC2)cc1	-2	0	+	7	-8	i	0	-7	-1
O=C(COC(=O)CCSc1ccc(Cl)cc1)Nc1ccc(F)cc1	10	2	i	-1	-10	i	7	17	-14
CCCOc1ccc(C2=CSC3=NCCN23)cc1[N+](=O)[O-]	-158	2	i	0	0	i	2	-53	3
CCCC(=O)N1CCC1(C)C(=O)Nc1ccc2nccnc2c1 (centres undefined)	-2	1	·	-2	1	i	-6	7	-2

New compounds follow:
SMILES	FAS TE block	Rin1-Abl PPI inh	Neddylation inh	MT1-MMP act inh	NadD block	Rpn11 inh	SKN-1 inh	PABP1 MLLE inh	CSN inh
CCOC(=O)c1csc(NC(=O)c2ccc(OC)c(OC)c2)n1	-3	1	i	-15	-2	i	-6	-17	8
CC(=O)Nc1ccc(NC(=O)CSc2nc3[nH]ncc3c(=O)n2-c2ccccc2)cc1	-5	4	i	-4	-2	i	9	-10	0
CN(Cc1ccc(Cl)cc1Cl)C(=O)c1cc(=O)c2ccccc2o1	29	4	i	1	-1	i	10	-10	-2
OCCC1CN(Cc2cccc(F)c2F)CCN1CCc1ccccc1 (centres undefined)	-4	0	i	0	-10	i	1	5	3
Cc1cc(-c2nnc(CCC(=O)NC(c3ccccc3)c3ccccc3)o2)no1	-7	0	i	0	-2	i	7	-11	1
CCC(C(=O)NC(C)c1ccccc1)C(=O)NC(C)c1ccccc1 (centres undefined)	34	1	i	3	-1	i	7	-4	1
CCNC(=S)N/N=C1\C(=O)c2cccc3cccc1c23	-6	0	i	9	-8	i	5	-1	12
CCC(CC)CN1CCC(CN2C(=O)C(=O)NC[C@@H]2CC(C)C)CC1	-7	19*	i	3	1	i	2	-6	4
C#C[C@]1(O)CC[C@H]2[C@@H]3CCC4=CC(=O)CC[C@@H]4[C@H]3CC[C@@]21C	4	-1	i	-1	-3	i	0	-3	0
CCOc1ccc(OCCC(=O)N(CC)CC(=O)Nc2ccccc2C(F)(F)F)cc1	-3	0	i	2	-6	i	4	-5	8
CCOc1cc(C2C3=C(CCCC3=O)NC3=C2C(=O)CCC3)cc(Cl)c1O	-2	-2	i	-2	-4	i	13	18	-2
